Source: PubChem BioAssay (The Scripps Research Institute Molecular Screening Center)
OXTR ag: agonists of human oxytocin receptor | P30559 | CHO-OTR cells, Fluo-8 calcium fluorescence; normalized: DMSO 0%, oxytocin 100% | activation, % at 3 µM | 0.32% of 320,000 active;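 active = activation above the mean of all tested compounds plus 3 SD, cutoff set per screening run, cut at about 20% in these data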;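 also: peak over basal fluorescence ratio from a 100 s FLIPR kinetic read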
Target sequence (P30559 whole entry, looked up): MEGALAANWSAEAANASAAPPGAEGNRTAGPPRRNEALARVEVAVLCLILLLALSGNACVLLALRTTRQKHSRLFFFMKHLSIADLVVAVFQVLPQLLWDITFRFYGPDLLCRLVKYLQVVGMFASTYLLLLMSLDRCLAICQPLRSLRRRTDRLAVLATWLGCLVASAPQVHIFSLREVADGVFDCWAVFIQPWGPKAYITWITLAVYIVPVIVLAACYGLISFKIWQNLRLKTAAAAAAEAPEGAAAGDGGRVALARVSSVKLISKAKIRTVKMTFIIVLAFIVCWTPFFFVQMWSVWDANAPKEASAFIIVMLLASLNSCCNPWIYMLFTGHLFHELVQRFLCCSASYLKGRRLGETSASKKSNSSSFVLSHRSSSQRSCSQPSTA
V1R ag counter: counter-screen for oxytocin receptor agonists: human V1a receptor agonists; P37288; 0.25% of 320,000 active; CHO-V1R cells, Fluo-8 calcium fluorescence, agonist mode; 0% DMSO, 100% 3 nM vasopressin; activation, % at 3 µM;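 active = activation above the mean activation of all tested compounds plus 3 SD, per screening run, cut at about 20% in these data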;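 also: signal is peak over basal fluorescence ratio across a 100 second FLIPR read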
Target sequence (P37288 whole entry, looked up): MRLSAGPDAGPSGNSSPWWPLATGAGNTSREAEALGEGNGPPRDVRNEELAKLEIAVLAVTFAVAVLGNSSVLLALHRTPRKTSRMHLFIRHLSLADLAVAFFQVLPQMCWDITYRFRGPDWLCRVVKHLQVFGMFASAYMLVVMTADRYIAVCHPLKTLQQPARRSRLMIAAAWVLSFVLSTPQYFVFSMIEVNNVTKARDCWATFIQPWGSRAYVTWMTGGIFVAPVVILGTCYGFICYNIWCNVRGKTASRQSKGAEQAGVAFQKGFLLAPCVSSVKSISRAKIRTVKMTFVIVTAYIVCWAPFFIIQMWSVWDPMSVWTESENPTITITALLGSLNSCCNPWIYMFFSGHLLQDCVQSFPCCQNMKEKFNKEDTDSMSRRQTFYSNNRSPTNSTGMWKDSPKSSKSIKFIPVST
GalR3 antagonist: antagonists of human GalR3. O60755. HEK293 GalR3-CNG cAMP membrane potential fluorescence; galR3 body fused to GalR1 C-terminus. inhibition, % at 3 µM. 0.44% of 360,000 active;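 active = inhibition above the screen-wide average plus 3 SD, cut at about 13% in these data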;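 also: forskolin and galanin both at EC90 stimulate the cells; cAMP rise reported by CNG channel membrane potential dye signal; 0% = forskolin plus galanin with DMSO and 100% = forskolin alone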
Target sequence (O60755 1-299 limits assumed): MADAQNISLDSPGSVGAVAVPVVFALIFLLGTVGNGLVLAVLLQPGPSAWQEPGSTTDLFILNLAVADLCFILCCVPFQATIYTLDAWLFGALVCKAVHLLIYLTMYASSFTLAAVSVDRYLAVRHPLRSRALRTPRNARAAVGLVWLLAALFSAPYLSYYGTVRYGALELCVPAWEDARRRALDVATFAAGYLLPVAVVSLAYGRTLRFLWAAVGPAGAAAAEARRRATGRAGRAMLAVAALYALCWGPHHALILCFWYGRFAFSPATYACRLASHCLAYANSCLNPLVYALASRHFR
Starred values were filed as active, the others as inactive. Not all compounds are listed; count on the stated rates, not on these rows.

SMILES	OXTR ag	V1R ag counter	GalR3 antagonist
COc1ccc(-c2csc(NC(=O)[C@H](C)N3C(=O)C4CC=CCC4C3=O)n2)cc1OC (some centres undefined)	3.0	2.5	-6.1
COc1cccc(C2=CC(=O)C[C@H](c3ccc(OC)c(OC)c3)C2)c1	4.8	3.6	-3.6
O=C(c1ccc(N2CCOCC2)c([N+](=O)[O-])c1)N1CCN(c2ccccc2F)CC1	2.3	2.1	-5.8
CC(C)(C)OC(=O)C[C@@H]1C/C=C\C[C@@H](CC(=O)N(CCO)Cc2ccccc2)C(=O)N2CCC[C@H]2COC1=O	0.6	-0.2	6.3
Cc1ccc2sc(N3CCN(CCNC(=O)c4ccco4)CC3)nc2c1C	3.7	4.5	-1.9
COc1ccc(N2CCN(C(=O)CSc3nnnn3C3CC3)CC2)cc1	-0.1	-0.3	-3.0
CCOC(=O)c1ccccc1NC(=O)COC(=O)c1c(CC)noc1C	-1.9	-1.8	-5.6
C[C@H]1COC(=O)[C@@H](Cc2ccc(F)cc2)C/C=C\C[C@H](CC(=O)N(CCO)Cc2ccccc2)C(=O)N1	-0.1	-0.1	5.8
O=C(Nc1ccc(SC(F)F)cc1)C1=CC=CN2CCS(=O)(=O)N=C12	3.9	2.4	-4.3
CCCn1c(N)c(C(=O)CSc2nncs2)c(=O)[nH]c1=O	-0.1	0.3	-7.0
CC(CNC(=O)COc1ccc2c(c1)OCO2)c1ccccc1 (centres undefined)	-2.0	-0.2	-4.5
C[C@@H]1NS(=O)(=O)[C@H]2C[C@@H]3C=C[C@]2(O3)[C@H]1OC(=O)c1ccc(C(C)(C)C)cc1	-1.9	-0.2	-5.0
Cc1noc(C)c1CSCC(=O)Nc1cc(S(=O)(=O)N2CCCCC2)ccc1OC(C)C	-2.5	-1.6	-5.2
Cc1ccc(C)c(OCCC(=O)OCC(=O)N2c3ccccc3NC(=O)C2(C)C)c1	-2.1	-0.9	-4.8
CCCCn1c(N)c(N(CCOC)C(=O)C(C)Oc2ccc(Cl)cc2)c(=O)[nH]c1=O (centres undefined)	2.0	0.8	-2.0
O=C(CN1C(=O)NC2(CCCCCCC2)C1=O)Nc1ccc(Br)cc1	-0.4	0.2	-2.9
O=S(=O)(NNc1ncc(C(F)(F)F)cc1Cl)c1ccc(F)cc1F	-0.5	-0.1	2.6
Cc1ccc(C(=O)NCC(=O)Nc2ccc3c(c2)CCC3)cc1	-1.2	-0.5	-6.5
Nc1ccncc1N	-0.6	0.4	-0.8
CN(Cc1ccccc1)C(=O)CN1C(=O)NC2(CCCC2)C1=O	0.1	0.2	-5.2
Cc1csc(=O)n1CCC(=O)OCC(=O)Nc1ccc(F)c(F)c1F	0.2	1.1	-1.1
CC[C@@]1(C(=O)OC)N[C@H](CN(C)C(=O)COC)[C@@H]2C(=O)N(C)C(=O)[C@@H]21	2.8	1.6	-8.5
CO[C@H]1[C@@H]2C=CO[C@@H](O[C@H]3O[C@@H](CO)[C@H](O)[C@@H](O)[C@@H]3O)[C@@H]2[C@@]2(CO)O[C@@H]12	-0.1	1.1	3.7
O=C(Nc1ccccc1)C1CCOC1=O (centres undefined)	1.5	0.4	-4.0
CNc1ccc(C(=O)OCC(=O)NCc2ccc3c(c2)OCO3)cc1[N+](=O)[O-]	0.1	0.4	-1.2
COc1ccc(NS(=O)(=O)c2ccc(NN=Cc3ccc(C(=O)O)cc3)c([N+](=O)[O-])c2)cc1	-0.3	-0.4	-2.0
Cc1ccc(OCCC(=O)OCC(=O)c2c(N)n(C)c(=O)n(C)c2=O)cc1	1.9	0.5	-4.7
CCN(CC(=O)Nc1ccc(OC)cc1)C(=O)C1CCN(C(=O)c2ccc(Cl)cc2)CC1	0.3	0.2	-4.2
COC(=O)c1ccc(NC(=O)CSc2nnc(-c3ccccc3Br)n2-c2ccccc2)cc1	-0.8	-0.3	-1.9
COc1ccc(S(=O)(=O)N2CCOCC2)cc1NC(=O)COC(=O)CC1CC2CCC1C2 (centres undefined)	-0.8	0.7	-2.2
C=CC[C@@H](CC(=O)N(CCO)Cc1ccccc1)C(=O)N[C@@H](COC(=O)[C@@H](CC=C)Cc1ccc(F)cc1)Cc1ccccc1	5.1	4.3	-9.8
CC1(C)S[C@@H]2[C@H](NC(=O)COc3ccccc3)C(=O)N2C1C(=O)OCc1ccccc1 (some centres undefined)	0.5	1.4	-3.6
C#CCOCCOCCOCCNc1nc(N2CCN(C(=O)[C@H](CCC(=O)O)n3cc([C@@H](N)[C@H](C)CC)nn3)CC2)nc(N2CCN(C(=O)[C@H](CCCCN)n3cc([C@@H](N)CC(N)=O)nn3)CC2)n1	0.5	1.3	-3.9
O=C(NCc1ccccc1Cl)C1=CC=CN2CCS(=O)(=O)N=C12	0.0	0.1	-7.1
CCN(CC)CCCn1c2c(c(SCC(=O)Nc3ccc4c(c3)OCO4)nc1=O)CCC2	0.7	0.0	-4.1
CN(C(=O)c1ccc(NC(=O)C2CCCN(C(=O)OC(C)(C)C)C2)cc1)C1CCC1 (centres undefined)	2.3	4.0	-9.7
CCCn1nc(C(=O)OCc2nc(N)nc(Nc3ccccc3C)n2)c2ccccc2c1=O	-0.8	0.1	-4.1
COc1ccc(C(=O)NCCS(=O)(=O)N2CCc3ccccc3C2)c(OC)c1	-0.5	-0.8	-0.6
Cc1cc(NC(=O)COC(=O)CNC(=O)c2cccs2)c([N+](=O)[O-])cc1C	-1.1	0.9	-1.9
CC1C(=O)N2CCCc3cc(S(=O)(=O)Nc4ccccc4C(N)=O)cc1c32 (centres undefined)	1.1	-0.5	-9.1
COc1ccc(C(=O)NCCS(=O)(=O)NCC2CCCO2)cc1 (centres undefined)	1.0	0.3	4.6
CN(CC(=O)Nc1ccc(F)cc1)C(=O)COC(=O)C1CCN(c2ccc(C(F)(F)F)cn2)CC1	0.4	2.4	-5.2
O=C(c1c(F)cccc1F)N1CCN(S(=O)(=O)c2ccc3c(c2)OCCO3)CC1	2.2	3.5	-6.8
Cc1cc(C(=O)CN2C(=O)C(=O)N(Cc3ccco3)C2=O)c(C)n1CCc1ccccc1	-0.1	0.1	-5.0
COc1ccc(CCNC(=O)c2cc(S(=O)(=O)N3CCOCC3)ccc2N2CCCC2)cc1OC	-0.9	-1.2	-4.5

Entries from the list above containing a COOH group, in the order listed:
SMILES	OXTR ag	V1R ag counter	GalR3 antagonist
COc1ccc(NS(=O)(=O)c2ccc(NN=Cc3ccc(C(=O)O)cc3)c([N+](=O)[O-])c2)cc1	-0.3	-0.4	-2.0
C#CCOCCOCCOCCNc1nc(N2CCN(C(=O)[C@H](CCC(=O)O)n3cc([C@@H](N)[C@H](C)CC)nn3)CC2)nc(N2CCN(C(=O)[C@H](CCCCN)n3cc([C@@H](N)CC(N)=O)nn3)CC2)n1	0.5	1.3	-3.9

The list continues:
SMILES	OXTR ag	V1R ag counter	GalR3 antagonist
CCc1noc(C)c1C(=O)N1CCN(S(=O)(=O)c2c(C)c(C)cc(C)c2C)CC1	-1.9	-1.4	-3.2
O=C1CCc2cc(S(=O)(=O)Nc3ccc(F)cc3)cc3c2N1CC3	2.3	2.4	0.4
Brc1ccccc1CN1CCN(Cc2c[nH]c3ccccc23)CC1	5.4	2.1	-7.5
CCCCCCSc1cc(-c2nc3ccc(Cl)cn3c2NC2CCCCC2)ccc1OC	-0.4	0.2	0.6
COc1ccc(S(=O)(=O)N2CCC3(CC2)OCCN3S(=O)(=O)c2cccs2)cc1OC	3.0	4.5	-2.2
CC(=O)Nc1ccc(NC(=O)C(C)OC(=O)CCCc2c[nH]c3ccccc23)cc1 (centres undefined)	-0.5	0.3	-3.0
O=C(CNC(=O)c1ccc(Cl)cc1Cl)OCC(=O)N1CCCC1=O	-0.9	0.1	-1.4
Cc1ccccc1C(=O)N1CCC(C(=O)OCC(=O)Nc2cccc([N+](=O)[O-])c2C)CC1	4.5	4.3	1.7
O=C(NCC1CCCO1)c1cccc(S(=O)(=O)Nc2cccc(C(F)(F)F)c2)c1 (centres undefined)	0.6	1.7	-5.8
COc1cc2cc(CCCO)oc(=O)c2cc1OC	0.8	1.0	-2.0
Cc1ccc(S(=O)(=O)N(C)c2ccc(C(=O)Nc3ccc(C)cn3)cc2)cc1	-2.6	-0.1	-5.2
C1=C(c2sc3ccccc3c2-c2ccc(OCCN3CCOCC3)cc2)CCCC1	0.4	0.3	-3.5
O=C(CN1C(=O)NC(CCc2ccccc2)C1=O)Nc1ccc(F)c(F)c1F (centres undefined)	4.4	1.0	-4.0
CCCCCCCCCCCCN1[C@@H](CC(C)=O)c2cc(F)cc(F)c2S1(=O)=O	1.2	-0.9	-5.6
O=C(COc1ccccc1Cl)NNC(=O)Cn1[nH]c(=O)c2ccccc2c1=O	0.5	0.5	-3.1

Three entries already listed, arranged by molecular weight, rising.
SMILES	OXTR ag	V1R ag counter	GalR3 antagonist
COc1cc2cc(CCCO)oc(=O)c2cc1OC	0.8	1.0	-2.0
O=C1CCc2cc(S(=O)(=O)Nc3ccc(F)cc3)cc3c2N1CC3	2.3	2.4	0.4
COc1ccc(S(=O)(=O)N2CCC3(CC2)OCCN3S(=O)(=O)c2cccs2)cc1OC	3.0	4.5	-2.2

Further compounds.
SMILES	OXTR ag	V1R ag counter	GalR3 antagonist
O=C(NCc1nnnn1-c1ccc(F)cc1)C1CC(=O)N(c2ccc(F)cc2)C1 (centres undefined)	-0.7	0.2	-2.2
O=C(c1ccc(S(=O)(=O)N2CCCCCC2)cc1)N1CCN(Cc2ccccc2)CC1	1.6	2.6	-6.4
COc1ccccc1C(CNC(=O)c1cccc(NS(=O)(=O)c2ccc(Br)cc2)c1)N(C)C (centres undefined)	7.2	5.5	-2.2
O=C(Nc1ccccc1)c1cn(CCBr)cn1	-1.4	0.1	3.9
Cc1ccc(C(=O)NCC(=O)OCc2c(F)cccc2Cl)s1	-1.1	1.1	-6.0
O=c1ccnc(Nc2ccc([N+](=O)[O-])cc2)[nH]1	0.8	0.8	-4.9
O=C1CC(NS(=O)(=O)c2cccs2)CN1c1ccc(F)cc1 (centres undefined)	0.0	-0.2	2.1
C=CCn1c(C)nnc1SCC(=O)Nc1oc(C)c2c(C)n[nH]c(=O)c12	1.2	1.6	-1.6
CCOC(=O)C[C@H]1c2cc(F)ccc2S(=O)(=O)N1C1CCCC1	0.0	-0.2	-4.6
CCOc1ccc(NC(=O)CN(C)C(=O)Cc2ccsc2)cc1OCC	-0.7	0.3	-4.1
Nc1ccc(C(=O)NNC(=O)C2COc3ccccc3O2)cc1[N+](=O)[O-] (centres undefined)	-0.7	0.4	-2.4
Cc1ccc(NC(=O)CN(C)C(=O)Cc2c[nH]c3ccccc23)cc1	1.3	1.4	-2.6
CN(CC(=O)NC(=O)Nc1ccccc1F)Cc1ccccc1F	1.6	5.8	-6.8
Cc1ccc(S(=O)(=O)NC(CC(C)C)C(=O)NCC(C)(C)N2CCOCC2)cc1 (centres undefined)	-0.9	-1.4	-2.5
O=C(COC(=O)C1CC2CCCC(C1)C2=O)Nc1ccc(Cl)cn1 (centres undefined)	0.5	0.8	-7.9
CCc1noc(C)c1C(=O)OC(C)C(=O)c1c(C)[nH]c2ccccc12 (centres undefined)	-0.3	1.1	-5.2
O=C(COC(=O)CCc1c[nH]c2ccccc12)NCCc1ccccc1	9.7	4.2	0.6
CCOC(=O)c1ccc(/C=C2\c3ccccc3C(=O)N2c2ccccc2)cc1F	1.2	-0.5	-4.8
Cc1cc(F)ccc1NC(=O)Cn1c(C)csc1=O	0.1	-1.1	-5.3
C[C@H](CO)N1C[C@H](C)[C@@H](CN(C)Cc2ccncc2)Oc2c(NS(=O)(=O)c3cccs3)cccc2C1=O	0.4	0.7	0.4
Cc1ccc(S(=O)(=O)N2CCN(C(=O)CCc3c[nH]c4ccccc34)CC2)cc1	4.3	4.2	-4.5
COc1cccc(NC(=O)CN(C)C(=O)C23CC4CC(CC(Cl)(C4)C2)C3)c1	0.5	1.9	-3.7
O=C(OCc1nc2ccsc2c(=O)[nH]1)c1cc(Br)c(Br)s1	-0.4	0.4	-2.5
COc1ccc2oc(C(=O)OCC(=O)N3CCCC3=O)c(C)c2c1	1.4	1.3	-3.5
CCOC(=O)C1=C(COC(=O)c2ccc3ccccc3c2O)NC(=O)NC1C (centres undefined)	0.3	1.2	3.7
CN(CC(=O)Nc1cccc(F)c1)C(=O)c1ccccc1OCC(=O)Nc1cccc(C(F)(F)F)c1	1.8	5.3	-4.0
COc1ccc(Cl)cc1NC(=O)CN(C)C(=O)CCCNC(=O)c1ccc(Cl)cc1	1.1	2.4	-3.2
CC(Oc1ccc(C(=O)c2ccccc2)cc1)C(=O)N1CCOCC1 (centres undefined)	1.0	1.0	-1.6
N#CCSc1ccccc1NC(=O)COC(=O)CCN1C(=O)C2CC=CCC2C1=O (centres undefined)	1.5	0.0	-1.5
COc1cccc(C(CNC(=O)C2CCN(C(=O)Nc3ccccc3)CC2)N(C)C)c1 (centres undefined)	-0.4	-0.5	-1.7
CC(OC(=O)c1cc(=O)[nH]c2ccccc12)C(=O)NC1CCCC1 (centres undefined)	-0.3	2.1	-7.7
O=C(CN1C(=O)C2CC=CCC2C1=O)Nc1ccccc1N1CCCC1 (centres undefined)	-0.7	-0.7	-4.3
O=c1oc(CCO)cc2ccc(-c3ccc4[nH]ccc4c3)cc12	2.6	1.6	-4.9
O=C(CCNC(=O)c1ccccc1Cl)NCC1CCCO1 (centres undefined)	0.6	0.7	-1.8
Nc1c(C(=O)Nc2ccc3c(c2)OCCO3)nnn1Cc1ccc(F)cc1	3.8	1.5	-4.1
COc1ccccc1CNC(=O)COC(=O)C1CC1	0.8	0.4	-3.4
COC(=O)[C@H]1C[C@H]1[C@@H](NC(=O)c1ccc[nH]1)c1ccccc1	0.7	0.3	-0.2
